Screening data deposited in PubChem by National Center for Advancing Translational Sciences (NCATS).
ERG-DNA inh – qHTS for Small Molecule Inhibitors of the ERG Ets/DNA interaction | Potency, µM (titrated, usually from 76.9 µM), for the others: at the top dose FP activity, negative = inhibition, most hits filed as inhibitors | Transcriptional regulator ERG (Homo sapiens), P11308 | AID 624246, 2012 | actives 0.028% (n = 370,000) | fluorescence polarization, His-ERG Ets domain / labelled DNA; active = well fitted inhibition curve with a large enough effect in the polarisation, with a control signal flat; inconclusive = small, poorly fitted or top-dose-only effect, or effect the other way, or a change in a side signal; inactive = no such curve, though single readings can be large or run the other way; the % refers to the polarisation;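 note: polarization taken with two DNA probes labelled with fluorescein and Texas red; potency is the fitted concentration of half-maximal effect; % of control where 0% means no effect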
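His-tagged ERG Ets domain (1 uM in the protein solution; 300mM KCl, 50mM Tris-HCl, 1mM EDTA, 1mM DTT, pH 7.5) received compound, then a probe mix of 5 nM fluorescein-DNA and 100nM Texas-615-DNA. Fluorescence polarization was read for both dyes.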
ALOX12 inh – Primary qHTS assay for inhibitors of human arachidonate 12S-lipoxygenase (ALOX12): Round 2 | Potency, µM (doses to about 108 µM), inactives show at the highest dose activity change, negative = inhibition, actives largely listed as inhibitors | actives 1.1% (n = 580,000) | purified 12hLO, xylenol orange hydroperoxide absorbance | Polyunsaturated fatty acid lipoxygenase ALOX12 (Homo sapiens), P18054; note: potency is the fitted concentration of half-maximal effect; % is set by controls: 0 for no effect and ±100 for the full control effect
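Purified human 12hLO (150 nM final) in 25 mM Hepes, 0.01% Triton X-100, pH 7.0 was preincubated 15 min at room temperature with compound. Then 40 uM arachidonic acid was added, 30 min. Hydroperoxide was read by Fe-XO absorbance ratio 573/405 nm.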
Pol iota inh – qHTS for Inhibitors of Polymerase Iota | Pol iota fluorescent replication assay, 10 min | Potency, µM (top dose mostly 115 µM), for inactives: at the top dose activity, negative = inhibition, hits mostly inhibitors | actives 1% (n = 390,000) | AID 588590, 2011; note: potency is the fitted concentration of half-maximal effect
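Pol iota at 10 nM preincubated 15 min with compounds at room temperature; reaction started with fluorescent substrate, 50 nM final. Fluorescence read kinetically at 0 and 10 min; buffer-only wells as negative control.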
Apoferritin bind – qHTS Assay for Identification of Novel General Anesthetics | Ferritin light chain (Equus caballus), P02791 | apoferritin/1-aminoanthracene competitive binding, fluorescence | Potency, µM (titrated, usually from 77.5 µM), for inactives: at the highest dose activity change, negative = displacement, usual class: inhibitors | actives 0.074% (n = 350,000) | AID 485281, 2010; note: potency is the fitted concentration of half-maximal effect; % is set by controls: 0 for no effect and ±100 for the full control effect; nearly all actives have a fitted effect of over 20% in size
Target sequence (P02791 2-175 limits assumed): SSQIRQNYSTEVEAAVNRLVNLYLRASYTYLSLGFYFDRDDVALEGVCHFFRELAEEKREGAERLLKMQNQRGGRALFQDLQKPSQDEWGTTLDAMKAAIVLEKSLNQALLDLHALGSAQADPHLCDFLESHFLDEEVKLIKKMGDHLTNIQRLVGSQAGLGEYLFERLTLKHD
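Read-out: endpoint 1-AMA fluorescence, excitation 380 nm and emission 535 nm, after compounds sit 10 min at room temperature with 10 uM horse-spleen apoferritin in 50% saturated 1-AMA/PBS. Values come from four-parameter Hill fits.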
TRHR ag – qHTS for Small Molecule Agonists and Allosteric Enhancers of Human TRH Receptor: Primary Screen for Agonists; Thyrotropin-releasing hormone receptor (Homo sapiens), P34981; TRHR cells, calcium flux fluo-8, FDSS agonist mode; activation, % at 2 µM; actives 0.18% (n = 360,000); in the data active = activation above about 30%; note: 0% is about no effect
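In this calcium-flux screen, cells bearing human TRHR are dye-loaded with fluo-8, baselined for 10 cycles, then exposed to library compounds; positive kinetic calcium responses during the agonist phase mark hits, with TRH as control.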
BLM inh – qHTS Assay for Inhibitors of Bloom's syndrome helicase (BLM). Potency, µM (series often up to 56.1 µM), for the others: at the highest dose activity change, negative = inhibition, most hits filed as inhibitors. recombinant BLM DNA unwinding, fluorescence dequenching. actives 0.2% (n = 350,000). AID 2528, 2010. RecQ-like DNA helicase BLM (Homo sapiens), P54132;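 note: potency is the fitted concentration of half-maximal effect; plate controls were vehicle for no effect and no enzyme for full effect; nearly all actives have a fitted effect of over 35% in size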
Pol beta inh – qHTS Assay for Inhibitors of DNA Polymerase Beta | actives 1.3% (n = 340,000) | Potency, µM (doses to about 114 µM), for inactives: at the top dose activity change, negative = inhibition, hits mostly inhibitors | P06746 | AID 485314, 2010 | Pol beta primer extension/strand displacement, fluorescence kinetic; note: potency is the fitted concentration of half-maximal effect; % is set by controls: 0 for no effect and ±100 for the full control effect
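Values derive from four-parameter Hill fits of normalized kinetic data: reads at 0 and 10 min following addition of 50 nM substrate to 10 nM Pol beta preincubated 15 min with compound.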
APE1 inh – qHTS Assay for Inhibitors of the Human Apurinic/apyrimidinic Endonuclease 1 (APE1) | DNA repair nuclease/redox regulator APEX1 (Homo sapiens), P27695 | recombinant APE1, TAMRA/BHQ-2 abasic DNA cleavage fluorescence | Potency, µM (highest dose often 65.8 µM), for inactives: at the highest dose activity change, negative = inhibition, most hits filed as inhibitors | actives 0.35% (n = 350,000);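 note: potency is the fitted concentration of half-maximal effect; plate controls were vehicle for no effect and reference inhibitor for full effect; nearly all actives have a fitted effect of over 55% in size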
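APE1 at 0.75 nM final was preincubated with compound 15 min at room temperature, then 50 nM double-stranded THF abasic-site substrate (5'-TAMRA/3'-BHQ-2) was added. Fluorescence (ex 525/em 598 nm) was read kinetically; third-minus-first read gave activity.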
Pol kappa inh – qHTS for Inhibitors of Polymerase Kappa; purified Pol kappa, fluorescent DNA synthesis assay, 10 min; Potency, µM (highest dose often 107 µM), for inactives: at the highest dose activity, negative = inhibition, most hits filed as inhibitors; actives 0.53% (n = 400,000); note: potency is the fitted concentration of half-maximal effect; % is set by controls: 0 for no effect and ±100 for the full control effect
Target sequence (Q9UBT6 whole entry, looked up): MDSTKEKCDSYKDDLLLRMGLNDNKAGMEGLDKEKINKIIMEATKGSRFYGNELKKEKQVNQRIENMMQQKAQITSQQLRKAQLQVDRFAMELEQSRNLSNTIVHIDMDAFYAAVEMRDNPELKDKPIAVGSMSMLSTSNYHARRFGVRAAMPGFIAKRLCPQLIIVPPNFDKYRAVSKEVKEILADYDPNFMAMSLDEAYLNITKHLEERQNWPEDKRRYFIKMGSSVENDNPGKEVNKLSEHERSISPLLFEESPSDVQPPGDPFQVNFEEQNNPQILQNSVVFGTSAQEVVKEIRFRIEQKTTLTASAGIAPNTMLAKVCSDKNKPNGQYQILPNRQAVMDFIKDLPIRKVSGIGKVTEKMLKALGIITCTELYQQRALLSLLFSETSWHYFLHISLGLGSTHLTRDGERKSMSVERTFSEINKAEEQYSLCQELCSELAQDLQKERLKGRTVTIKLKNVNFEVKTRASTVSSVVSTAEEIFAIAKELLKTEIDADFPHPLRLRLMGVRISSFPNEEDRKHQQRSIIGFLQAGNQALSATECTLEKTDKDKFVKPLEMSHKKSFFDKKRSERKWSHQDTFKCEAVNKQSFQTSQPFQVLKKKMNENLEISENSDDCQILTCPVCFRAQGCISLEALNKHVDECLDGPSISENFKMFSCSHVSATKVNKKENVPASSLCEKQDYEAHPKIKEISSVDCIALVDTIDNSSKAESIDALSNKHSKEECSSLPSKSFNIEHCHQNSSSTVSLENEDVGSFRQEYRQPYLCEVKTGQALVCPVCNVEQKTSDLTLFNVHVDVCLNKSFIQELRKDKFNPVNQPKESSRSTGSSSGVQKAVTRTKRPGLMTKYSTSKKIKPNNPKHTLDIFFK
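Fluorescent qHTS in 1536-well format: enzyme (10 nM) and compound sat 15 min at room temperature before 50 nM substrate (final) was added. Signal taken at 0 and 10 min; no-enzyme buffer wells were negative controls.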
Starred values were filed as active, the others as inactive; ? = inconclusive; nt = not tested or not shown; [ ] = another dose, or the depositor's remark. Unless noted, calls come from the whole dose curve; as a rule, active = well fitted curve in the direction sought with a large enough effect; inconclusive = small, poorly fitted or top-dose-only effect, or another doubt; inactive = no such curve, though single readings can be large; an effect the other way counts as inactive or inconclusive. The list is partial; rates above refer to the full screens.

Below each compound: ERG-DNA inh, ALOX12 inh, Pol iota inh, Apoferritin bind, TRHR ag, BLM inh, Pol beta inh, APE1 inh, Pol kappa inh
> CC(=O)c1cc2c(cc1NC(=O)CN(C)S(=O)(=O)c1cccs1)OCO2
→ 6%, 15%, 47%[activator], nt, nt, nt, nt, 18%, 14%
> O=C(NCc1ccccc1Cl)c1ccc(S(=O)(=O)N2CCCC2)cc1
→ nt, -28%, 23%, nt, -0.1, nt, nt, -1%, -21%
> COCCN1Cc2cccc(C(=O)N3CCN(c4cc(C)ccc4C)CC3)c2C1=O
→ -9%, ?, 10%, -16%, -0.7, 1%, 17%, -3%, 1%
> N#Cc1ccccc1NC(=O)CC1c2ccccc2Oc2ccccc21
→ 6%, -2%, 41%[activator], -3%, -0.6, 6%, 8%, 6%, 10%
> CCN(c1ccccc1)S(=O)(=O)c1ccc2[nH]c(=O)c(=O)[nH]c2c1
→ 7%, 0%, 46%[activator], 1%, 0.3, 1%, 30%, 18%[12.4 µM], 0%
> COc1ccc(Cn2ccnc2CO)cc1[N+](=O)[O-]
→ 4%, 428%[activator], 12%, -4%, 0.1, -8%, -23%, 4%, -10%
> O=C(Nc1cccc2ccccc12)C(=O)C1C(=O)Nc2ccccc21 (centres undefined)
→ 8%, -20%, 15%, -10%, -0.6, -1%, -1%, 4%, 2%
> CCS(=O)(=O)c1ccc2c(c1)N(S(=O)(=O)c1ccccc1)CC(C(=O)O)O2 (centres undefined)
→ 4%, 0%, 3%, -6%, 1.6, 5%, -1%, -2%, -5%
> O=C(CN1CCN(S(=O)(=O)c2cccs2)CC1)N1CCCCC1
→ -6%, -20%, 23%, nt, 0.2, nt, nt, 29%, 3%
> Cc1c(C2(O)CCCCC2)[nH]c2ccc(C#N)cc12
→ 1%, 20%, -17%, nt, nt, nt, nt, -12%, -10%
> Cc1ccc(CC2S/C(=C(/C#N)C(=O)N3CCOCC3)N(c3ccccc3)C2=O)cc1 (centres undefined)
→ -13%, -7%, -20%, -13%, 1.2, 4%, 23%, 13%, -3%
> CN(CC(=O)Nc1c(Cl)cccc1Cl)CC(=O)N(C)C1(C#N)CCCCC1
→ -1%, -1%, 75%[activator], nt, nt, nt, nt, -6%, 1%
> O=C(Nc1cccs1)Nc1c(F)c(F)cc(F)c1F
→ -12%, -4%, 16%, -11%, 0.3, -3%, 22%, 4%, -10%
> CN(CCc1cn[nH]c1)Cc1nc(Cc2ccccc2F)no1
→ -4%, -4%, 3%, -14%, 2.5, -4%, 23%, 15%, 6%[60.1 µM]
> COc1ccc(OC)c(C2=NS(=O)(=O)N(C)C(C(=O)Nc3cccc(C(C)=O)c3)=C2)c1
→ -11%, -17%, 19%, -5%, -0.3, -7%, -3%, 22%, -1%
> CC1C(=O)N2CCCc3cc(S(=O)(=O)Nc4ccccc4F)cc1c32 (centres undefined)
→ 6%, -25%, 6%, nt, -0.1, nt, nt, 9%, -13%
> CCn1ncc(-c2cc(C(=O)O)no2)c1C
→ -3%, ?, 48%[activator], -6%, 0.1, 1%, -6%, 6%, -8%
> C/C(=N\NC(=O)c1ccccc1NC(=O)c1ccc(Cl)cc1)c1ccncc1
→ 4%, 7%, 50%[activator], -14%, 0.4, -5%, 4%, -11%, -2%
> Cc1c(CC(=O)N[C@@H](C)C(=O)O)c(=O)oc2cc3oc4c(c3cc12)CCCC4
→ -3%, -6%, 1%, -2%, 1.4, -1%, -2%, -11%, 3%[60.1 µM]
> CC(NC(=O)Cc1ccc(NC(=O)N2CCSc3ncccc32)cc1)c1ccccc1 (centres undefined)
→ -7%, -4%, 25%, -8%, 0.6, 3%, 12%, nt, -2%
> O=c1c(Oc2ccccc2Br)c(C(F)(F)F)oc2c(CN3CCCC3)c(O)ccc12
→ 7%, -24%, ?, 11%, 0.9, -5%, 39%, 15%, -10%
> C[N+]12CCCCC1C(COC(=O)c1ccc3c(c1)OCO3)CCC2 (centres undefined)
→ nt, ?, -17%, -3%, 0.6, 3%, 8%, 10%, -7%
> CCn1c(SCC(=O)NNC(=O)c2ccc(OC)cc2)nnc1-c1ccco1
→ -7%, 1%, 24%, -11%, 0.4, -3%, 0%, 13%, -5%
> CCN(CC(=O)Nc1c(F)cccc1F)C(=O)c1cccc(-n2cnnn2)c1
→ 2%, ?, -13%, nt, 0.7, nt, nt, 32%, 0%
> CCOC(=O)C1=NN(c2ccc(C)cc2)C2(S1)SC(C(C)=O)=C(C)N2c1ccccc1 (centres undefined)
→ -11%, -5%, 22%, -11%, -0.6, -10%, 6%, 15%, -14%
> Cc1c(C(=O)Nc2ccc(-n3c(C)nc4ccccc4c3=O)cc2)cccc1[N+](=O)[O-]
→ 2%, -11%, -9%, -2%, 0.2, 0%, 0%, nt, -5%[60.1 µM]
> O=C1C=C(c2cccc3c2Oc2ccccc2S3)C[C@@H](c2ccc(Cl)cc2)C1
→ 7%, -2%, 25%, nt, 0.5, nt, nt, 4%, 3%
> C#CCNC(=O)C1=C[C@H](C(C)(C)C)C[C@H](OCc2ccc(CO)cc2)O1
→ -1%, -12%, 14%, -3%, 0.5, -5%, 9%, -3%, 1%
> COc1cc(Cl)ccc1OCc1cc(C(=O)N2C[C@H]3CC[C@H]2C3)no1
→ -6%, 8%, -6%, -19%, -1.1, -3%, 0%, 15%, -5%
> O=C(CCn1cnnn1)Nc1ccc(Cl)c(Cl)c1
→ -5%, -7%, 92%[activator], -19%, 0.1, 1%, 1%, -4%, 2%
> COc1ccc2c(c1)CCc1c(C(=O)N3CCCC3)noc1-2
→ 2%, -8%, 23%, -11%, -1.1, 2%, 20%, -3%, -4%
> CN(C)S(=O)(=O)N1CCN(C(=O)N(c2ccccc2)c2ccccc2)CC1
→ nt, 24%, ?, -2%, -0.1, -9%, -11%, -3%, -5%
> CC(=O)Nc1ccc(S(=O)(=O)Oc2ccc(Br)cc2C(=S)N2CCOCC2)cc1
→ 4%, -17%, -2%, -20%, 5.6, -4%, 4%, -1%, -14%
> CC(C)NC(=O)CCn1c(=S)oc2ccccc21
→ -1%, -2%, -2%, -2%, -0.3, -1%, 10%, 9%, -25%
> Cc1ccc(Oc2nsnc2N2CCOCC2)cc1
→ 8%, -22%, 21%, -19%, 0.3, -5%, 35%, -2%, -2%
> CCn1c(SCC(=O)Nc2ccccc2-c2ccccc2)nnc1-c1ccoc1C
→ -7%, -21%, -16%, -14%, 0.5, -1%, 27%, 0%, -3%
> O=C(Nc1ncnc2sc3c(c12)CCCCC3)c1ccc(F)cc1
→ 1%, 13%, -1%, ?, -1.3, -3%, 12%, 2%, -4%
> COCc1c(C(N)=O)nnn1-c1nonc1N
→ nt, 2%, 17%, -5%, nt, -2%, 15%, 20%, -5%
> Cn1c(SCC(=O)NCc2ccc3c(c2)OCO3)nc2c(c1=O)SCC2
→ 5%, -3%, -5%, -6%, -0.2, -2%, ?, -23%, -22%
> O=C(Cc1ccc(Cl)cc1)Nc1ccccc1Sc1ccccc1
→ 12%, 10%, -2%, 14%, 0.9, -7%, -19%, -9%, -6%
> CCNC(=O)COC(=O)c1ccc(S(=O)(=O)N2CCCCCC2)cc1
→ 8%, -5%, 13%, -12%, 0.3, -1%, 14%, 6%, -3%
> O=C(NCC1CCCO1)C(c1ccncc1)N(Cc1cccs1)C(=O)CN1C(=O)c2ccccc2S1(=O)=O (centres undefined)
→ -3%, -10%, 125%[activator], -17%, -0.4, 17%, -22%, 14%, -10%
> C/C(=N\NC(=O)CCn1nnc2ccccc21)c1ccco1
→ -6%, -19%, 4%, 6%, 0.9, -4%, 7%, -4%, -8%
> Cc1ccccc1C(=O)NC1CC2CCC(C1)N2Cc1ccccc1 (centres undefined)
→ -7%, -14%, 26%, -1%, 1.4, -5%, 2%, 0%, -7%

3 structures out of the list, sorted by number of heavy atoms, ascending:
Below each compound: ERG-DNA inh, ALOX12 inh, Pol iota inh, Apoferritin bind, TRHR ag, BLM inh, Pol beta inh, APE1 inh, Pol kappa inh
> CC(C)NC(=O)CCn1c(=S)oc2ccccc21
→ -1%, -2%, -2%, -2%, -0.3, -1%, 10%, 9%, -25%
> CCNC(=O)COC(=O)c1ccc(S(=O)(=O)N2CCCCCC2)cc1
→ 8%, -5%, 13%, -12%, 0.3, -1%, 14%, 6%, -3%
> CN(C)S(=O)(=O)N1CCN(C(=O)N(c2ccccc2)c2ccccc2)CC1
→ nt, 24%, ?, -2%, -0.1, -9%, -11%, -3%, -5%

Taken from above.
CC(C)NC(=O)CCn1c(=S)oc2ccccc21 in ERG-DNA inh is listed with -1%
CN(CCc1cn[nH]c1)Cc1nc(Cc2ccccc2F)no1 in TRHR ag is listed with 2.5
C#CCNC(=O)C1=C[C@H](C(C)(C)C)C[C@H](OCc2ccc(CO)cc2)O1 in BLM inh is listed with -5%
C/C(=N\NC(=O)CCn1nnc2ccccc21)c1ccco1 in Pol beta inh is listed with 7%
Cc1ccc(CC2S/C(=C(/C#N)C(=O)N3CCOCC3)N(c3ccccc3)C2=O)cc1 (centres undefined) in ERG-DNA inh is listed with -13%
O=C(NCC1CCCO1)C(c1ccncc1)N(Cc1cccs1)C(=O)CN1C(=O)c2ccccc2S1(=O)=O (centres undefined) in Apoferritin bind is listed with -17%
